# Screening data as filed in PubChem BioAssay.
# KDM5B inhibitor: Primary screen for KDM5B Histone Demethylases FDH-coupled qHTS; 2.6% of 220,000 active; KDM5B demethylase, FDH-coupled NADH fluorescence (FDH is formaldehyde dehydrogenase); Potency, µM (highest dose often 57.7 µM), for the others: at the top dose activity change, negative = inhibition, most hits filed as inhibitors; active = well fitted inhibition curve with a large enough effect; inconclusive = small, poorly fitted or top-dose-only effect; inactive = no such curve, though single readings can be large or run the other way; also: 0% is about no effect; nearly all actives have a fitted effect of over 70% in size
# Target sequence (Q9UGL1 whole entry, looked up): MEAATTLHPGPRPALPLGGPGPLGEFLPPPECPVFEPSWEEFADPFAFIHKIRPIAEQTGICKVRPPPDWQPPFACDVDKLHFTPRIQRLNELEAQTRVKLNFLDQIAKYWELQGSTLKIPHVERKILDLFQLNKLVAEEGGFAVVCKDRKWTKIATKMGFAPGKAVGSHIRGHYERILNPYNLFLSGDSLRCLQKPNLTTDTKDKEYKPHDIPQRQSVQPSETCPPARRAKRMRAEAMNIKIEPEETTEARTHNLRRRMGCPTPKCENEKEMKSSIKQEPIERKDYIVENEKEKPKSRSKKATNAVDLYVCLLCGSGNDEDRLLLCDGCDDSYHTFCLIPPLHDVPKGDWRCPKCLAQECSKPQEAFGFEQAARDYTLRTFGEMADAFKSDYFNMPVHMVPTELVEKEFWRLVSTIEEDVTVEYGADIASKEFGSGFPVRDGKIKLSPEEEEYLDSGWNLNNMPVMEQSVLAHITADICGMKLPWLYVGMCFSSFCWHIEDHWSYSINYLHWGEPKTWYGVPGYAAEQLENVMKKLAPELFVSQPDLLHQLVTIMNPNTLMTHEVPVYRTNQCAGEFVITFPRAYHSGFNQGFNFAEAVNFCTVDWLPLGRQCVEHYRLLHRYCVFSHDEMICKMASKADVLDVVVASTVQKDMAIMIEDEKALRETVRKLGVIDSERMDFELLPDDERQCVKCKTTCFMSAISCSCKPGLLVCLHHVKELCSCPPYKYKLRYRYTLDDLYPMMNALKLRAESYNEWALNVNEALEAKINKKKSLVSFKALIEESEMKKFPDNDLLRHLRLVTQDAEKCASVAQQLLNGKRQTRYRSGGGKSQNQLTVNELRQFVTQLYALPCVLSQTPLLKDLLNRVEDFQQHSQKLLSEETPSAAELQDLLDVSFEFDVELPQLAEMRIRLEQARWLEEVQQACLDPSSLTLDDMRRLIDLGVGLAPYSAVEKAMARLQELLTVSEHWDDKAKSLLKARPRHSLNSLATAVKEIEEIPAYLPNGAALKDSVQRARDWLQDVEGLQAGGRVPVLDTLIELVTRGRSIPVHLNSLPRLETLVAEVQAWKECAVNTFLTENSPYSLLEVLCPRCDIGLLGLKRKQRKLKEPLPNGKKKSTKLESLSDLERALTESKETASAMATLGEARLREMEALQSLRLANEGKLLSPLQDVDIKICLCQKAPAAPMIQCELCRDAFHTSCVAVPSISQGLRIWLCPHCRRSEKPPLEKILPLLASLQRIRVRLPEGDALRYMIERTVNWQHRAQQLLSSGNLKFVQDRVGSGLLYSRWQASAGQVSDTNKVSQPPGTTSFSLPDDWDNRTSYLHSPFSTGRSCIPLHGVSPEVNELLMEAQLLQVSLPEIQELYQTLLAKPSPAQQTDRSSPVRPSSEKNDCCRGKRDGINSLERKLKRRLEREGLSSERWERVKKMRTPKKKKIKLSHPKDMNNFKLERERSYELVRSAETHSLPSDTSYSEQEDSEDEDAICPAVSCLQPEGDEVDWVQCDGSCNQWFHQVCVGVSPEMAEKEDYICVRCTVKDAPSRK
#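 Compound dilutions met 200 nM (final) KDM5BΔAP for 10 min at room temperature before substrate addition. The substrate mix held 12.5 µM H3K4me3 with cofactors 25 µM α-ketoglutarate and 50 µM Fe²⁺. NADH signal gain over 30 min defined activity.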
# Starred values were filed as active, the others as inactive; i = inactive; ? = inconclusive; [ ] = remark or other dose. Potency is read from the fitted curve at half-maximal effect. An excerpt. The share of hits here may be higher or lower than overall.
KDM5B inhibitor	molecule
?	Cc1ccc(CCNC(=O)c2cc(C)nc3c2c(C)nn3-c2ccc(C)cc2)cc1
-25.7%	COc1cccc(CNC(=O)C2CCN(c3nnc(-n4c(C)ccc4C)s3)CC2)c1
12.5%	Cc1c(NC(=O)c2nn(CCO)c(=O)c3ccccc23)c(=O)n(-c2ccccc2)n1C
11.4%	Cn1c(=O)c2c(ncn2CC(=O)NC23CC4CC(CC(C4)C2)C3)n(C)c1=O
-6.7%	CCNC(=O)NC(=O)CSc1cc(C)c2cccc(C)c2n1
2.1%	O=[N+]([O-])c1cccnc1Sc1ccc(Br)cc1
-21.0%	O=C(CN1CCn2nc(CO)cc2C1)N1CCOc2ccccc21
2.0%	COc1ccc(-c2nc(C3CC(=O)N(C4CCCCC4)C3)no2)c(C)c1 (stereo unspecified)
i	CCN(CC)S(=O)(=O)c1ccc(-c2nc(C#N)c(NCc3ccccc3)o2)cc1
-0.2%	CC(C)C(C)NC(=O)COC(=O)/C=C/c1cccc2cccnc12 (stereo unspecified)
?	CCOC(=O)c1ccc(NC(=O)C(CC)Sc2nc3ncccc3o2)cc1 (stereo unspecified)
-28.7%	COCCn1c(C)cc(/C=N/n2cnnc2SCc2ccc(Cl)cc2)c1C
13.8%	CCOc1ccc(C(=O)CC2(O)C(=O)Nc3ccc(Cl)cc32)cc1 (stereo unspecified)
-17.4%	COc1ccc(CCNC(=O)C2CCN(c3nc4ccccc4nc3C(F)(F)F)CC2)c(OC)c1
14.3%	COCCN1C(=O)[C@H]2CN(Cc3ccc(C)c(C)c3)C[C@H]2C1=O
18.3%	O=c1c(-c2ccccc2)coc2cc(OCc3cccc4ccccc34)ccc12
25.1µM*	COc1cccc(NC(=O)c2ccc(-c3nnc4ccc(NC(=O)C5CCC5)cn34)cc2)c1
-7.1%	COc1ccc(CC(=O)N2[C@@H]3CC[C@H]2CC(NC(=O)c2ccncc2)C3)cc1 (stereo partly specified)
3.8%	CCc1ccc2c(CSc3nc(N)cc(N)n3)cc(=O)oc2c1
20.9%	CC(NS(=O)(=O)c1ccc(F)cc1Cl)C(=O)N1CCCC1 (stereo unspecified)
19.3%	CCc1ccc(/C=C2\Oc3cc(OS(=O)(=O)c4ccc(OC)cc4)ccc3C2=O)cc1
-6.1%	Cc1ccc(CNC(=O)C2CCN(S(=O)(=O)c3ccc(F)cc3)CC2)cc1
-7.2%[86.2 µM]	COc1cccc(CNC2(Cc3cc(C(C)(C)O)on3)COC2)c1
3.5%	COc1ccc(Cl)cc1NC(=O)Cn1nnc(C(=O)NCc2cccs2)c1N
28.2µM*	CCOCCn1cc(C2CCN(S(=O)(=O)c3cccc(Cl)c3C)CC2)c2ccccc21

# A few values from the list.
# KDM5B inhibitor result of O=[N+]([O-])c1cccnc1Sc1ccc(Br)cc1 = 2.1%
# KDM5B inhibitor result of CCc1ccc(/C=C2\Oc3cc(OS(=O)(=O)c4ccc(OC)cc4)ccc3C2=O)cc1 = 19.3%

# KDM5B inhibitor, what is marked active above
KDM5B inhibitor	molecule
25.1µM*	COc1cccc(NC(=O)c2ccc(-c3nnc4ccc(NC(=O)C5CCC5)cn34)cc2)c1
28.2µM*	CCOCCn1cc(C2CCN(S(=O)(=O)c3cccc(Cl)c3C)CC2)c2ccccc21

# Carrying on:
KDM5B inhibitor	molecule
16.5%	COc1ccc(Nc2nnc(-c3cc4cc(Cl)ccc4oc3=O)s2)cc1
11.6%	O=C(NC1CCN(c2cn[nH]c(=O)c2)CC1)C1CCC1
-5.4%	O=C(Cc1ccccc1Cl)N1CCC(n2cc(-c3nc(-c4ccccc4)no3)nn2)CC1
27.3%	CCCCCOc1ccc(N2C(=O)C(C)CNC2=S)cc1 (stereo unspecified)
-3.9%	CC(C)N1CCN(C(=O)C2CCN(c3cnn(CC4CC4)c(=O)c3)C2)CC1 (stereo unspecified)
?	COCC(=O)N1CCCC(c2nc(-c3cccnc3)no2)CCNC(=O)CC1 (stereo unspecified)
-15.3%	CCn1ccc(C(=O)N2CCC(Cn3c(C)cnc3C)CC2)n1
3.7%	Cc1ccc(NC(=O)Cn2cnc3c2c(=O)n(C)c(=O)n3C)cc1F
?	Cc1ccc(Cn2c(CNS(=O)(=O)c3ccc(Cl)s3)nc3cccnc32)cc1
23.6%	Cc1cc(C)cc(NC(=O)c2ccc3c(c2)CCC3)c1
-1.4%	CCOc1ccc(NS(=O)(=O)c2cc(Br)cc3c2N(C(=O)C2CC2)CC3)cc1
-19.0%	Cc1cn2c(=O)cc(COc3ccc(NC(=O)c4ccccc4C)cc3)nc2s1
-10.8%	CCN1C(=O)CCN(C(=O)c2ccc(C)nc2)CC12CCOCC2
?	CCOc1ccc2oc(C(=O)N3CCN(CC(=O)Nc4ccccc4C(F)(F)F)CC3)c(C)c2c1
9.1%	COc1ccc(/C=N/NC(=O)c2ccccc2O)cc1COc1ccccn1
7.8%	O=C1C(c2ccc(F)cc2)N(CCc2ccccc2)C(=O)CN1C1CCCCC1 (stereo unspecified)
6.4%	CCOc1ccc(NC(=O)N2CCc3cc(OC)c(OC)cc3C2CNC(=O)CC)cc1 (stereo unspecified)
-17.2%	CCOC(=O)C1=C(CN2CCCCC2)NC(=O)NC1c1ccc(OC)cc1 (stereo unspecified)
?	COc1ccccc1CNc1oc(-c2ccc(C)cc2)nc1C#N
-28.4%	CCCOC(=O)c1c(NC(=O)c2nc3ncccn3n2)sc(C(N)=O)c1C
?	CCOc1ccccc1OCCCC(=O)Oc1ccc(-c2ccc(C#N)cc2)cc1
?	COc1cccc(-c2nn(C)c3sc(C(=O)NCCc4cccc(C)c4)cc23)c1
-1.9%	O=C(O)/C=C/C(=O)NCc1csc2ccccc12
-12.3%	COc1ccc2[nH]c(C(=O)N(C)Cc3ccccc3)c(C)c2c1
-13.2%	COc1ccc(N2CCN(C(=O)Cn3cnc4nc5c(cc4c3=O)CCCC5)CC2)cc1

# Exported field by field: part of the list above.
COc1ccccc1CNc1oc(-c2ccc(C)cc2)nc1C#N
  KDM5B inhibitor: ?

O=C1C(c2ccc(F)cc2)N(CCc2ccccc2)C(=O)CN1C1CCCCC1 (stereo unspecified)
  KDM5B inhibitor: 7.8%

# Following part.
KDM5B inhibitor	molecule
4.9%	CC(C)CCNC(=O)C1C(c2cccc(NC(=O)c3ccco3)c2)OC(=O)N1Cc1ccccc1 (stereo unspecified)
-4.2%	CCc1ccccc1NC(=O)[C@H]1CCC[C@H]1NC(=O)c1cnc(C)cn1
?	COc1ccc(OC)c(NC(=O)c2cc(-c3cc(C)c(C)cc3O)n[nH]2)c1
?	COc1ccccc1-c1ccnc(N[C@H]2CO[C@H]3[C@@H]2OC[C@@H]3NC(=O)c2ccc(C)cc2)n1
-2.9%	Cc1cc(CN2CCCCCCn3c(nnc3-c3ccc(F)cc3)CC2)n(C)n1
35.5%[115 µM]	O=C(c1ccc(Cl)cc1)N1CCn2c(nn(-c3ccncc3)c2=O)C1
-2.9%	C/C(N)=C(/C#N)C(=O)CSc1nc2ccccc2c(=O)n1Cc1ccc(F)cc1
141.2%[activator]	Cc1[nH]c2c(ccc3ccccc32)c1C
1.1%	CN(Cc1ccccc1)C(=O)CSc1ncnc2ccccc12
9.7%	Cc1ncoc1C(=O)N1CCC2(CC1)CC(N(Cc1ccc(F)cc1)C1CC1)CCO2 (stereo unspecified)
-10.6%	Cc1cc(OCc2cc(C(=O)N(C)C3CCOCC3)no2)cc(C)c1Cl
20.5%	COc1ccc(Br)c2c1/C(=N/OC(=O)c1ccccc1Cl)CC2
?	Cc1ncc2c(c1CNC(=O)c1ccccc1N1CCOCC1)CCNC2
17.4%	CCN(CC(=O)NCCc1ccc(F)cc1)Cc1nc2ccccc2c(=O)[nH]1
?	CCCNC(=O)CCc1c(C)n(CC)c2cc(-c3ccccc3OC)nn2c1=O
-14.9%	CC(C)CC(=O)NCCC1CCN(C(=O)Nc2ccccc2)CC1
-10.3%	CCOC(=O)c1cc(-c2ccc(OC)cc2)n(CCC(=O)Nc2cccc(C)c2C)c1C
19.2%	Cc1cccc(NC(=O)N(Cc2cccs2)C2CC2)c1
20µM*	CCCN1CCN(CCNC(=O)c2cn3ccnc(-c4ccc(OC)cc4)c3n2)CC1
?	COc1ccc(NC(=O)CC2C(=O)N(c3ccccc3)C(=O)N2CCC2=CCCCC2)cc1 (stereo unspecified)
-12.0%	COC(=O)c1cc(C)nc2c1c(=O)nc(SCc1ccccc1C)n2C1CC1
-10.6%	COc1ccc(CN(Cc2ccco2)c2cnc(S(C)(=O)=O)nc2C(=O)Nc2ccc(C)c(C)c2)cc1
?	COc1ccc(-c2ccc3c(c2)C(=O)N2CC[C@H](NC(=O)C4CCCC4)[C@H]2C(=O)N3)cc1
-4.7%	Cc1cc(NC(=O)COC(=O)c2cc3ccccc3s2)no1
?	COc1ccccc1NC(=O)CSc1ccc(-c2ccco2)nn1
21.5%	Cc1nc(-c2ccc3c(c2)OCCCO3)cs1
37.4%[activator]	Cc1ccc(S(=O)(=O)CC(=O)Nc2ccccn2)cc1
?	Cc1c(C(=O)NCc2ccccc2Br)oc2ccc3c(c12)C(=O)CC(C)(C)O3
33.8%[activator]	CC1(C)Cc2c(cnn2-c2ccccc2)C(NC(=O)CCc2ccncc2)C1 (stereo unspecified)
?	CCOC(=O)COc1nc2c(c(-c3ccco3)c1C#N)CCc1ccccc1-2
-4.1%	Fc1ccc(-c2nc(COc3c(Cl)cccc3Cl)co2)cc1
?	CN(C)C(=O)c1cccn2cncc12
-4.9%	Cc1ccc(S(=O)(=O)N2CCOC2C(Cl)(Cl)Cl)cc1 (stereo unspecified)
3.7%	Cc1noc(C)c1C(=O)OC(C)C(=O)c1c[nH]c2ccccc12 (stereo unspecified)
?	CC1C/C(=N/NC(=S)Nc2ccc(SC(F)F)cc2)CC(C)(C)C1 (stereo unspecified)
-11.9%[86.2 µM]	O=C1c2cnc(-c3cccc(C(F)(F)F)c3)nc2OCCN1Cc1ccccc1
-7.6%	Cc1ccc(C)c(N2CCN(S(=O)(=O)c3ccc4c(c3)n(C)c(=O)c(=O)n4C)CC2)c1
?	Cc1ccc(S(=O)(=O)c2nnn3c2nc(NC2CCCC2)c2ccccc23)cc1C
18.9%	CCCNC(=O)N(C1CCOCC1)C1CCN(C(=O)Cc2cccnc2)CC1
-10.7%	Cc1nn(-c2ccc(F)cc2)c(Oc2cccc(F)c2)c1CCC(=O)NCC1CC1
?	O=C(NCc1ccc(F)cc1)c1ccnc(-c2nnc3ccc(Nc4ccccc4)nn23)c1
-8.8%	Cc1ccccc1CNC(=O)c1c(C)oc2c1C1=NCCN1C=N2
14.4%	CC(C)c1ccc(NC(=O)C2CC(=O)N(C(C)(C)C)C2)cc1 (stereo unspecified)
15.7%	CC(C)OCCn1c(Br)nc2c(=O)n(C)c(=O)n(C)c21
0.8%	O=C(CCS(=O)(=O)c1nc(-c2cccs2)cc(C(F)(F)F)n1)Nc1cccc(O)c1
5.5%	COc1ccccc1NC(=O)C(=O)N/N=C(\C)CC(=O)Nc1ccccc1C(F)(F)F
?	Clc1ccc(Nc2c(-c3ccccc3Cl)nc3ccc(Cl)cn23)cc1
30.2%	CCN(CC)S(=O)(=O)c1ccc(N2CCCC2)c(NS(=O)(=O)c2ccc3ccccc3c2)c1
1.5%	COc1ccc2nc(COC(=O)c3cccc([N+](=O)[O-])c3)c(C(C)=O)[n+]([O-])c2c1
?	Cc1cccc(-c2cc(C(=O)O)c3cc(C)ccc3n2)c1

# 4 of the compounds above, field by field.
COc1ccccc1NC(=O)CSc1ccc(-c2ccco2)nn1
- KDM5B inhibitor: ?
Cc1nc(-c2ccc3c(c2)OCCCO3)cs1
- KDM5B inhibitor: 21.5%
Cc1ccc(S(=O)(=O)CC(=O)Nc2ccccn2)cc1
- KDM5B inhibitor: 37.4%[activator]
Cc1c(C(=O)NCc2ccccc2Br)oc2ccc3c(c12)C(=O)CC(C)(C)O3
- KDM5B inhibitor: ?

# The list goes on:
KDM5B inhibitor	molecule
?	O=C(Nc1ccc(OC2CCCC2)cc1)c1ccncc1
-6.3%	Cc1nc(CC(=O)N2CCn3nc(CCC(=O)N4CCC(O)CC4)cc3C2)n[nH]1
-17.0%	Cc1cccc(C)c1OCc1cc(C(=O)N2CCC(C3CCCCC3)C2)no1 (stereo unspecified)
?	CCCc1nnc2sc(-c3cc(OC)c(OC)c(OC)c3)nn12
15.2%	CCOP(=O)(OCC)c1nc(Cc2ccccc2)oc1NCc1ccco1
16.4%	Cc1nc2ccccc2nc1SCC(=O)Nc1ccccc1C(F)(F)F
-5.0%	CC(NC(=O)CS(=O)(=O)c1ccccc1)c1ccccc1 (stereo unspecified)
?	COCCOc1ccnc(-c2noc([C@@H]3CCCN3Cc3cn(C)c4ccccc34)n2)c1
?	COc1cccc(NC(=O)N[C@H]2C[C@@H](C(=O)N[C@@H](CC(C)C)C(N)=O)N(C(=O)CC(C)(C)C)C2)c1
-12.0%	O=C1CC(c2noc(-c3cccc(OC(F)(F)F)c3)n2)CN1c1ccc(F)c(Cl)c1 (stereo unspecified)
-2.3%	Cn1c(SCc2coc(-c3cccs3)n2)nnc1-c1ccccc1
-23.2%	CCN1C(=O)C2CC3(CCN(Cc4cn(C)c5ccc(OC)cc45)CC3)CN2C1=O (stereo unspecified)
?	COc1ccc(Nc2ncc(C(=O)Nc3ccc(F)cc3F)c3ccccc23)cc1
-2.7%	CCc1cccc(C)c1NC(=O)c1cc(C)nc2c1c(C)nn2-c1cccc(Cl)c1C
14.5%	O=c1c2ccccc2n(Cc2c(F)cccc2Cl)c(=O)n1CCc1ccccc1
7.8%[86.2 µM]	Clc1ccc(-c2cnc([C@@H]3COCCN3Cc3cnc[nH]3)[nH]2)cc1
?	CC(C)c1ccc(S(=O)(=O)N2CCN(C(=O)CSc3nnnn3C3CCCC3)CC2)cc1
?	CCNC(=O)N(C)[C@H]1C[C@H]2c3[nH]c4cccc(-c5ccc6c(c5)OCO6)c4c3CCN2C[C@H]1[C@H](C)O
7.9%	O=C(CN1CCN(c2ccc(F)cc2)CC1)NC1CCS(=O)(=O)C1 (stereo unspecified)
?	O=C(CCN1C(=O)c2ccccc2Sc2ncccc21)Nc1ccc(F)cc1
